bub3: NCI yeast anticancer drug screen, S. cerevisiae bub3 mutant strain; AID 167; % growth inhibition at 50 µM; 9.9% of 78,000 active;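 further: 0% = growth of vehicle-only cultures of the same strain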
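Growth of a checkpoint-deficient yeast mutant is measured after compound exposure. Values represent inhibition relative to vehicle.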
mec2-1: NCI yeast anticancer drug screen, S. cerevisiae mec2-1 strain. % growth inhibition at 50 µM. 9% of 79,000 active;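 further: 0% = growth of vehicle-only cultures of the same strain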
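Readout is yeast growth inhibition, normalised to vehicle-treated controls, in the mec2-1 strain exposed to compound.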
yeast rad50: NCI yeast anticancer drug screen, S. cerevisiae rad50 strain; 10% of 79,000 active; % growth inhibition at 50 µM;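 further: 0% = growth of vehicle-only cultures of the same strain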
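Yeast carrying a defined DNA repair defect were exposed to test compounds, and growth was compared with vehicle-treated controls to give percent inhibition.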
yeast mlh1 rad18: NCI yeast anticancer drug screen, S. cerevisiae mlh1 rad18 strain. growth inhibition, % at 50 µM. 11% of 79,000 active;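 further: 0% = growth of vehicle-only cultures of the same strain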
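A repair-deficient yeast strain is exposed to test compound, and growth is scored relative to vehicle-treated controls.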
cln2 rad14: NCI yeast anticancer drug screen, S. cerevisiae cln2 rad14 strain. % growth inhibition at 50 µM. 8.3% of 78,000 active;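 further: 0% = growth of vehicle-only cultures of the same strain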
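cln2 rad14 yeast strain; compound exposure; growth inhibition read vs vehicle controls.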
yeast sgs1 mgt1: NCI yeast anticancer drug screen, S. cerevisiae sgs1 mgt1 strain; growth inhibition, % at 50 µM; 10% of 78,000 active; AID 161;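 further: 0% = growth of vehicle-only cultures of the same strain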
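This yeast growth screen uses a strain with defined DNA-repair lesions; compound-treated growth is compared with vehicle-treated growth.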
* = called active by the depositor; . = not tested or not shown; & = joins results of further samples. No stated cut-off is given here; in the data, active means growth inhibition above about 70%; inactive means the rest.

SMILES	bub3	mec2-1	yeast rad50	yeast mlh1 rad18	cln2 rad14	yeast sgs1 mgt1
COC(=O)C(CCCCCCCC(C(=O)OC)c1nc2n(c1O)C(=N)N=N2)c1nc2n(c1O)C(=N)N=N2 (centres undefined)	10	-4	-21	5	12	-8
Cc1ccc(/C=C2\CCCC(CN3CCCCC3)C2=O)cc1 (centres undefined)	89*	83*	75*	90*	73*	88*
CCN(CC)CCNC(C)=O	10	0	1	3	5	-1
O=C(Oc1ccc(Cl)cc1)c1ccc([N+](=O)[O-])cc1	9	26	12	0	3	10
O=C(O)CCc1c[nH]c(=S)[nH]1	-2	4	10	-2	-12	-6
Cc1cc(C(=O)O)c2c([nH]1)c(C)cc1nc3ccccc3c12	5	6	13	-19	12	-10
Cc1cc(N(CCO)CCO)c(OCc2ccccc2)c(N(CCO)CCO)c1	-4	6	3	-3	-2	9
Cc1ccc(/C(C#N)=C/c2ccc(N(C)C)cc2)cc1	9	8	-5	24	-8	6
Cc1ccc(C(O)C(=O)O)c(C)c1 (centres undefined)	-2	-7	8	4	-38	-12
N#CCc1ccc(C(C#N)C(=O)CCC(=O)C(C#N)c2ccc(CC#N)cc2)cc1 (centres undefined)	0	11	12	22	34	-13

5 records drawn at random from the list so far:
SMILES	bub3	mec2-1	yeast rad50	yeast mlh1 rad18	cln2 rad14	yeast sgs1 mgt1
CCN(CC)CCNC(C)=O	10	0	1	3	5	-1
N#CCc1ccc(C(C#N)C(=O)CCC(=O)C(C#N)c2ccc(CC#N)cc2)cc1 (centres undefined)	0	11	12	22	34	-13
Cc1cc(N(CCO)CCO)c(OCc2ccccc2)c(N(CCO)CCO)c1	-4	6	3	-3	-2	9
COC(=O)C(CCCCCCCC(C(=O)OC)c1nc2n(c1O)C(=N)N=N2)c1nc2n(c1O)C(=N)N=N2 (centres undefined)	10	-4	-21	5	12	-8
O=C(Oc1ccc(Cl)cc1)c1ccc([N+](=O)[O-])cc1	9	26	12	0	3	10

(next part)
SMILES	bub3	mec2-1	yeast rad50	yeast mlh1 rad18	cln2 rad14	yeast sgs1 mgt1
C=C1[C@H](OCC(C)C)[C@@H](O)[C@@H](OC(=O)c2cccnc2)C(C)(C)/C=C/[C@H](C)[C@H](OC(C)=O)[C@@]2(O)C[C@@](C)(OC(C)=O)[C@H](OC(=O)c3ccccc3)[C@@H]2[C@H]1OC(C)=O	-7	-26	-31	-76	-18	-14
Cc1ccccc1C1c2c(C)cccc2C(=O)CC1CC(=O)O (centres undefined)	70*	82*	58	82*	13	82*
Cc1nn(C(=O)c2ccncc2)c2c1C(c1ccccc1[N+](=O)[O-])SC(N)=N2 (centres undefined)	44	6	21	19	26	40
CCC1=C(c2ccccc2)C(O)(c2ccccc2)C(CC)C1=O (centres undefined)	98*	92*	94*	98*	92*	97*
NC(=S)N/N=C/C(=N\NC(N)=S)C(O)C(O)C(O)C(O)CO (centres undefined)	6	-4	11	-2	-3	21
O=C1OCC23CC(=O)C(O)(c4oc(CO)cc(=O)c4O)C(CC12)O3 (centres undefined)	4	2	21	12	-28	-12
CCN(CC)CCN(CCN(CC)CC)c1c(OC)cccc1OC	9	-13	6	16	-14	9
OCCN1COc2cc3c(cc2C1)OCN(CCO)C3	-6	-5	17	16	43	13
NCCCCN(CCCN)Cc1ccccc1	-4	-1	-5	-59	12	-17
COc1ccc2c(=O)c(Cc3c(-c4ccccc4)[nH]c4ccccc34)coc2c1	-44	2	-11	-7	-45	9
C/C(=N\NC(=S)N1CCC(N2CCCCC2)CC1)c1ccccn1	86*	88*	84*	.	85*	88*
COC(=O)c1s/c(=N\C(=S)N(C)C)n(-c2ccccc2)c1C(=O)OC	-9	20	5	11	15	0
Cn1ncc2cncnc21	-10	-18	19	7	-13	2
CCCCCCCC(=O)OCC(=O)c1ccc(-c2ccccc2)cc1	12	-2	-25	3	-29	3
O=C(Nc1ccccc1CCl)Nc1ccccc1CCl (tested in a mixture with another compound)	-4	3	8	15	4	-11
COc1ccc(C(=O)Oc2cccccc2=O)cc1	6	14	-9	5	-54	1
Cn1nc(-c2ccc3c(c2)OCO3)[n+]([O-])c2c(=O)n(C)c(=O)nc1-2	99*	100*	99*	100*	98*	100*
O=C(Cn1ccc(=O)[nH]c1=O)c1cc2ccccc2[nH]1	-1	0	0	11	4	0
C=C1C(=O)OC2CC1CCC1(C)OC1CCC(C)=CCCC2(C)O (centres undefined)	-35	-31	12	67	13	4
COc1ccc(-c2cc(-c3cc(-c4ccc(OC)cc4)on3)no2)cc1	-36	-6	-2	-1	-7	-26

A draw from above in order of molecular weight, ascending:
SMILES	bub3	mec2-1	yeast rad50	yeast mlh1 rad18	cln2 rad14	yeast sgs1 mgt1
Cn1ncc2cncnc21	-10	-18	19	7	-13	2
NCCCCN(CCCN)Cc1ccccc1	-4	-1	-5	-59	12	-17
COc1ccc(C(=O)Oc2cccccc2=O)cc1	6	14	-9	5	-54	1
O=C(Oc1ccc(Cl)cc1)c1ccc([N+](=O)[O-])cc1	9	26	12	0	3	10
CCCCCCCC(=O)OCC(=O)c1ccc(-c2ccccc2)cc1	12	-2	-25	3	-29	3
C/C(=N\NC(=S)N1CCC(N2CCCCC2)CC1)c1ccccn1	86*	88*	84*	.	85*	88*
CCN(CC)CCN(CCN(CC)CC)c1c(OC)cccc1OC	9	-13	6	16	-14	9

Following part:
SMILES	bub3	mec2-1	yeast rad50	yeast mlh1 rad18	cln2 rad14	yeast sgs1 mgt1
COC(=O)C1CC(=O)c2cc(OC)ccc2C1 (centres undefined)	-8	3	-2	-27	6	-8
OCC1(c2ccccc2)CCN(Cc2ccccc2)CC1	20	-1	26	13	23	20
NC(=S)N/N=C/c1ccc(OC(=O)Cc2ccccc2)cn1	5	-7	20	16	7	10
COc1cc(C(=O)O)ccc1OC(C)=O	-7	-20	7	1	2	-2
COc1ccccc1-c1coc2c(ccc3oc(C(C)C)cc32)c1=O	0	20	-19	23	-52	3
CC(C)(C)/C(=N\[N+](C)(C)C)c1ccccc1	7	6	8	11	-1	0
COc1ccc(Br)cc1C1OC(=O)c2c(OC)c(OC)cc(N)c21 (centres undefined)	10	1	25	8	-16	6
CCCCCCCCCCCCCCCC(=O)Nc1ccn(C2OC(CO)C(O)C2O)c(=O)n1 (centres undefined)	-7	-20	-1	-15	10	7
O=C(O)/C=C/c1ccc(O)c(O)c1	7	-7	18	8	10	0
Cc1ccc(Nc2nnc(CSc3ccc(Cl)cc3)s2)c(S(=O)(=O)O)c1	-4	5	23	10	16	3
Nc1ccc(C(=O)OCCN2CCN(CCOC(=O)c3ccc(N)cc3)CC2)cc1	2	13	29	28	16	13
c1ccn2cncc2c1	21	17	17	15	23	13
Cc1ccc2c(c1)[nH]c(=S)n2/C=C(/C#N)c1ccc([N+](=O)[O-])cc1	-6	-3	8	23	-12	45
CCCCCCC(=O)OCC(=O)c1ccc(-c2ccccc2)cc1	1	-9	-4	21	-15	-7
CC(C)CC(NC(=O)OCc1ccccc1)C(=O)NCCCCCCCCCCNC(=O)C(CC(C)C)NC(=O)OCc1ccccc1 (centres undefined)	1	13	-7	41	-9	-6
Cc1ccc(C2(O)c3ccccc3-c3ccccc32)cc1	99*	99*	99*	99*	98*	99*
C/C(=N\NC(=S)NCCNC(=S)N/N=C(\C)c1ccccn1)c1ccccn1	5	1	0	29	6	29
CC1=C2CC[C@@]3(C)C(=CCC3O)C2(C)CCC1=O (some centres undefined)	-9	12	-1	-8	-34	-8
CCOC(=O)C(NC(=O)Nc1ccc(Cl)cc1)(OC)C(F)(F)F (centres undefined)	-32	-35	-31	-33	16	-54
O=C(CN1C(=O)c2ccccc2C1=O)c1ccc(Br)cc1	.	16	14	13	.	.
COc1cc(OC)cc(C(=O)Cl)c1	.	-40	-24	-16	.	.
COC(=O)OCC1OC(OC(C)=O)C2OC(=O)OC12 (centres undefined)	2	-17	9	-3	5	-17
Cc1cc2c(cc1C)NC(=O)CC(=O)N2	-19	-29	-3	14	2	-8
NNC1CCN(Cc2ccccc2)CC1	-2	-17	2	14	22	0
Nc1ccccc1SC(CC(=O)c1ccccc1)c1cccc([N+](=O)[O-])c1 (centres undefined)	-18	-26	-31	-14	-30	1
COc1ccc([C@H]2c3cc4c(cc3OC(O)(CO)[C@H]2C(=O)O)OCO4)c(OC)c1 (some centres undefined) (tested in a mixture with another compound)	55	48	57	80*	28	44
CCN(CC)C(=O)/C=C/c1ccc(OC)c(OC)c1	-4	-8	4	12	-7	4
CC(=O)C(N=Nc1ncn[nH]1)C(C)=O	6	-9	8	22	26	15
CC1CCP(=O)(c2ccccc2)CC1 (centres undefined)	-7	-11	8	-35	7	-7
CCSCC(N)C(=O)O (centres undefined)	3	2	-16	-9	-7	7
CC1CN(C(=O)/C=C/C(=O)OC2CCCCC2)CCN1C(=O)/C=C/C(=O)OC1CCCCC1 (centres undefined)	-11	-2	3	5	-24	2
CC(=O)c1cccc(C(=O)O)c1	-2	2	-17	-4	-30	-12
NNC(=O)c1cnn(-c2ccccc2)c1N	16	0	14	-5	36	3
O=c1[nH]cccc1O	-9	6	5	7	10	-17
Oc1c(Cl)cc(Cl)cc1C=Nc1ccc2c(ccc3c4ccccc4ccc23)c1	7	2	8	15	-41	-2
COc1ccc(CCc2nccn2C)cc1OC	-8	-55	-69	-32	-16	-35
Nc1ncc(-c2ccc(Br)cc2)s1	90*	93*	89*	90*	90*	93*
O=C(O)CSc1nnc2c3ccccc3c3ccccc3c2n1	55	30	48	47	48	8
CNC(=O)Nc1ccc(Cl)cc1C	-9	6	-6	0	-33	8
COc1cc(C2C(Cl)C(=O)N2n2cnc3ccccc3c2=O)ccc1O (centres undefined)	-10	3	-23	-12	13	-11
N#Cc1c(Cl)nnc(-c2ccccc2)c1-c1ccccc1	94*	92*	89*	94*	94*	93*
OCC1OCOC2C(CO)OCOC12 (centres undefined)	-5&-14	-4&-21	-8&-9	-3&-5	-36&1	16&-10
O=C(CCC(=O)Nc1ccc(Cl)c(Cl)c1)CC(=O)c1ccc2ccccc2c1	2	10	22	-12	20	2
Cc1cccc2c1C1C(CC2=O)C(=O)c2ccccc2C1C (centres undefined)	12	-18	7	12	9	4
COc1cc(N/N=C/C#N)cc(OC)c1OC	-26	-16	24	3	8	11
CN1CCC(c2ccccc2)(c2ccccc2)OC1c1ccccc1 (centres undefined)	9	-12	2	-18	1	-8
Cc1cccc(NC(=O)c2ccc(Cl)cc2Cl)n1 (tested in a mixture with another compound)	4	-7	-3	21	-26	3
COc1ccc(-c2cc(-c3ccccc3)c(C#N)c(=O)[nH]2)cc1	6	6	23	21	17	17
N#CCCn1nc2c(c1N)CCC2	-11	-33	-36	-19	11	-20
CCN(CC)CCN(CC)CCN(CC)CC	4	6	7	-1	4	-2
CCC1(C)OC(=O)C(c2ccccc2)O1 (centres undefined)	-6	-2	9	17	10	-20
